High-throughput results as filed in PubChem BioAssay.
Pf growth 96h – inhibits malaria parasite growth, 96 h; P. falciparum luciferase reporter growth, 96 h; Potency, µM (titrated, usually from 28.7 µM), for inactives: at the top dose activity change, negative = inhibition, hits mostly inhibitors; hit rate 6.9% among 320,000; AID 504834; also: potency is read from the fitted curve at half-maximal effect; % is scaled to controls: 0 for no effect and ±100 for the full control effect
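Readout is luminescence from an integrated firefly luciferase in P. falciparum. Red cells, 2% hematocrit and 0.05% parasitemia final, were cultured with compound through two parasite generations (96 hours) at 37 C, 5% CO2.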
Shiga inhibitor – inhibitors of Shiga toxin in Vero cells. Vero cells, Shiga toxin protein synthesis inhibition reporter. inhibition, % at 38.7 µM. hit rate 9.2% among 290,000; in the data active = inhibition mostly above about 28%, no sharp cut-off; inactive = mostly below about 43%; also: 0% is about no effect
Cycloheximide cs – affects cycloheximide protein synthesis inhibition readout, counter-screen; AID 2314; hit rate 12% among 300,000; max response, %; cell reporter, cycloheximide protein synthesis inhibition counterscreen; in the data active = max response mostly above about 13%, no sharp cut-off; inactive = mostly below about 14%; also: read at 38.3 µM for the half of the compounds with a filed dose; 0% is about no effect
HCV inh – inhibitors of hepatitis C virus infection; Huh7.5.1 HCVcc-Cre infection, luciferase reporter, 44 h; Potency, µM (series often up to 41.8 µM), without a hit: top-dose activity change, negative = inhibition, most hits filed as inhibitors; hit rate 3.4% among 340,000; also: potency is read from the fitted curve at half-maximal effect; % is scaled to controls: 0 for no effect and ±100 for the full control effect
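Compounds are dispensed onto cells plated 4 h earlier at 1,000 per well, with HCVcc-Cre virus (about 0.5 moi) added next. Following 44 h of culture, luminescent signal is measured for 15 sec after 15 min with substrate at room temperature.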
FBPA Giardia inh – Giardia lamblia aldolase inhibition; A8B2U2; Potency, µM (series often up to 59.6 µM), for the others: at the highest dose activity, negative = inhibition, actives largely listed as inhibitors; AID 2451; purified Giardia FBPA; hit rate 0.71% among 290,000; also: potency is read from the fitted curve at half-maximal effect; % is scaled to controls: 0 for no effect and ±100 for the full control effect; nearly all actives have a fitted effect of over 55% in size
Target sequence (A8B2U2 whole entry, looked up): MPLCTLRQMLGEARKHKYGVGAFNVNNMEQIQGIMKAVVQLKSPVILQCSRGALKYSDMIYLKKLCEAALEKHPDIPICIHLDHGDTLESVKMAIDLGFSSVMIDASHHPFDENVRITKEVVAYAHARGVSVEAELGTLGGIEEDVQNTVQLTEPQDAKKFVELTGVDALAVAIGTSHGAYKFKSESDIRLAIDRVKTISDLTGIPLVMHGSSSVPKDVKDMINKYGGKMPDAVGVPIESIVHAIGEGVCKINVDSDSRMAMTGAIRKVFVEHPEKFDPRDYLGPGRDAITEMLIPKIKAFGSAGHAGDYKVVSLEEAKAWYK
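40 nM FBPA preincubated 10 min at RT with compound (up to 57.5 uM final), then substrate plus GAPDH/TPI/NAD/arsenate coupling and diaphorase/resazurin added. Fluorescence read after 20 min at RT, 525/598 nm.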
Pf growth 48h – inhibits P. falciparum growth in the first generation, 48 h. P. falciparum luciferase growth in erythrocytes, 48 h. hit rate 5.9% among 310,000. AID 504832. Potency, µM (doses to about 28.7 µM), for inactives: at the highest dose activity change, negative = inhibition, hits mostly inhibitors; also: potency is read from the fitted curve at half-maximal effect; % is scaled to controls: 0 for no effect and ±100 for the full control effect
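Firefly luciferase activity from engineered P. falciparum reports growth; inhibitors lower the luminescent signal. Cultures contained 2% hematocrit erythrocytes at 0.1% final parasitemia.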
Numbers without * were called inactive; ? = inconclusive; . = no result given; [ ] = dose if it differs, or a comment. Unless noted, calls follow the shape of the dose curve; as a rule, active = well fitted curve in the direction sought with a large enough effect; inconclusive = small, poorly fitted or top-dose-only effect, or another doubt; inactive = no such curve, though single readings can be large; an effect the other way counts as inactive or inconclusive.

SMILES	Pf growth 96h	Shiga inhibitor	Cycloheximide cs	HCV inh	FBPA Giardia inh	Pf growth 48h
COC(=O)c1ccc(C2=NOC(C)(c3sc(-c4ccccc4)nc3C)C2)cc1 (stereo not drawn)	2%	-3	8	12%	1%	-3%
COc1cc(/C=C(/NC(=O)c2ccccc2)C(=O)Nc2ccccc2)c([N+](=O)[O-])cc1OC	-38%	29	-2	?	0%	8%
COc1ccc(-n2nc(C#N)c(Cl)cc2=O)cc1	55%[activator]	-15	-5	?	-2%	360%[activator]
CCON1C(=O)CN(C(=O)OC)C1c1ccc(Cl)cc1Cl (stereo not drawn)	-2%	-4	-4	10%	9%	-16%
Cc1nc(SCC(=O)NCc2ccco2)c2c3c(sc2n1)CCCC3	?	43*	24*	?	-2%	.
O=C(O)c1cccc2nc3ccccc3nc12	49%[activator]	-4	2	-1%	-7%	?
COc1ccc(OC)c2sc(NC(=O)c3ccc(S(=O)(=O)N4CCOCC4)cc3)nc12	25%	-4	-2	-23%	-6%	15%
Nc1ccc2nn(-c3ccc(Cl)cc3)nc2c1	155%[activator]	99*	39*	-11%	-6%	195%[activator]
CCN1CCN(C(=O)c2cccc(OC3CCN(S(=O)(=O)N(C)C)CC3)c2)CC1	11%	16	27*	3%	.	1%
CCOc1ccc(C(=O)OCC(=O)Nc2cccc(S(=O)(=O)N3CCCC3)c2)cc1	?	.	.	?	.	?
COc1ccc(CN2C(=O)c3cccnc3C2=O)cc1S(=O)(=O)N1CCCCC1	23%	-5	-2	27%	.	-2%
S=c1[nH]nc(Cn2nnc3ccccc32)n1-c1ccccc1	-7%	-5	-2	-1%	-27%	31%[activator]
CC(=O)c1c(C)[nH]c(C(=O)OCC(=O)NCC(C)C)c1C	49%[5.75 µM]	29	0	?	2%	23%
N#C/C(C(N)=O)=C1/SC=C(c2ccccc2)N1c1ccccc1	?	-9	-1	-17%	1%	17%
O=C(CCNC(=O)C1CCN(S(=O)(=O)c2ccc(F)cc2)CC1)NCCc1cccc(F)c1	?	-5	2	?	.	14%
CCOC(=O)c1[nH]cnc1C(=O)NC(C)C	?	-5	-3	15%	-28%	10%
CCC(C)[C@H](NC(=O)N1CC(=O)Nc2ccccc21)C(=O)Nc1nccs1 (stereo partly drawn)	?	-6	5	16%	.	-7%
CCC1CN(C(=O)NCc2ccc(C)cc2)c2ccccc2O1 (stereo not drawn)	38%[activator]	22	1	?	5%	-13%
CC(C)Nc1nc(NNc2nc(Cl)nc(NC(C)(C)C)n2)nc(NC(C)C)n1	13µM*	-7	-1	-26%	-3%	?
O=S(=O)(c1c(F)cccc1F)N1CCN(Cc2c(O)ccc3ccccc23)CC1	-30%	.	.	-1%	.	?
Cc1c(NC(=O)CSc2nnc3c4ccccc4n(CCc4ccccc4)c3n2)c(=O)n(-c2ccccc2)n1C	51%[activator]	-26	-1	?	0%	-8%
O=C(CSc1nnc(Cc2cccs2)n1-c1ccccc1)Nc1ccc2c(c1)OCCO2	.	-2	1	?	-1%	-16%
O=S(=O)(Nc1ccc2c(c1)OCCO2)c1cccc(F)c1	88%[activator]	25	25*	-2%	1%	33%[activator]
COCCNC(=O)CN(C(=O)Cn1nnc2ccccc21)c1ccccc1C	13%	-2	-3	9%	-1%	11%
CC[N+](CC)(CC)CCCCCCCCCC[N+](CC)(CC)CC	0.37µM*	-18	-2	19%	3%	.

Single records (already shown). Values in the order: Pf growth 96h, Shiga inhibitor, Cycloheximide cs, HCV inh, FBPA Giardia inh, Pf growth 48h
O=S(=O)(c1c(F)cccc1F)N1CCN(Cc2c(O)ccc3ccccc23)CC1 in the list: -30%, ., ., -1%, ., ?
CCC(C)[C@H](NC(=O)N1CC(=O)Nc2ccccc21)C(=O)Nc1nccs1 (stereo partly drawn) in the list: ?, -6, 5, 16%, ., -7%
O=C(CCNC(=O)C1CCN(S(=O)(=O)c2ccc(F)cc2)CC1)NCCc1cccc(F)c1 in the list: ?, -5, 2, ?, ., 14%
O=C(O)c1cccc2nc3ccccc3nc12 in the list: 49%[activator], -4, 2, -1%, -7%, ?

Later entries:
SMILES	Pf growth 96h	Shiga inhibitor	Cycloheximide cs	HCV inh	FBPA Giardia inh	Pf growth 48h
CCOCCCn1c(=N)c(C(=O)NCc2ccc3c(c2)OCO3)cc2c(=O)n3ccccc3nc21	.	-10	-2	.	5%	?
COc1cc(CN2CCNC(=O)C2CC(=O)N(C)CCC2CCOCC2)cc(OC)c1 (stereo not drawn)	-24%	-5	5	9%	.	-2%
Clc1ccc(-c2cn(-c3ccccc3)c3[n+]2CCS3)cc1	34%[5.75 µM]	-2	-1	-23%	2%	?
COc1ccc(C2c3ccc4ccccc4c3Oc3ncn(CCN4CCOCC4)c(=N)c32)cc1 (stereo not drawn)	6.6µM*	-20	-8	?	3%	12µM*
N#Cc1ccc(/C=C/C(=O)c2ccco2)cc1	-16%	26	6	50%[activator]	-7%	25%
CCn1c(CN(C)c2ccccc2)nc2ccccc21	46%	10	3	8%	-14%	?
COc1ccc(C2CC(c3ccc(F)cc3)Nc3nc(N)nn32)cc1OC (stereo not drawn)	-8%	5	5	12%	3%	.
Cc1nn(-c2ccccc2)c(C)c1NC(=O)COC(=O)CCOc1ccccc1	75%[activator]	.	.	22%	.	49%[activator]
COc1ccc(-c2nnc(NC(=O)Cc3ccccc3)o2)cc1	?	1	-2	6%	14%	?
COc1ccc(NC(C)=O)cc1NC(=O)CN1CCN(CC(=O)Nc2ccccc2Cl)CC1	?	-7	-1	-23%	0%	?
NC(=O)C1CCN(C(c2ccccc2F)c2nnnn2Cc2ccco2)CC1 (stereo not drawn)	-19%	-8	-1	4%	-8%	-5%
COC(=O)c1cc(S(=O)(=O)NCC2CCN(CCc3cccs3)CC2)cn1C	-16%	-5	-5	?	.	-25%
COc1ccc(NC2CCCN(C(=O)c3cccc(C(F)(F)F)c3)C2)cc1OC (stereo not drawn)	-20%	-9	3	-9%	?	?
Cc1cc(C)c2c(NC(=O)C3CC3)nn(C)c2n1	30%[activator]	12	-1	-1%	-2%	-7%
COc1ccccc1NC(=O)CCc1c(C)nc2c(-c3ccc(F)cc3)c(C)nn2c1C	?	15	-3	?	1%	?
Cc1ccccc1N(C(=O)c1snc(C(N)=O)c1N)C(C(=O)NCc1ccccc1)c1ccc(O)cc1 (stereo not drawn)	35%[activator]	-7	-3	5.6µM*	-4%	?
O=C(c1ccco1)c1cn(Cc2ccccc2Cl)c2ccccc12	.	71	42*	?	1%	?
COc1ccccc1C(=O)O[C@H]1[C@H](Cc2ccccc2)NS(=O)(=O)[C@H]2C[C@@H]3C=C[C@]12O3	5.9µM*	.	.	8%	.	?
CN(C)S(=O)(=O)c1ccc(C(=O)Nc2ccccn2)cc1	281%[activator]	57	22*	12%	14%	103%[activator]
NC(=O)C1CCN(C(=O)CCc2nc3sc4c(c3c(=O)[nH]2)CCCC4)CC1	0%	.	.	-8%	.	0%
O=C(O)c1ccc(-n2nc(C(F)(F)F)cc2-c2cccs2)cc1	-24%	31	1	5%	15%	-9%
Cc1ccc(S(=O)(=O)Nc2ccc(O)c(Sc3ncn[nH]3)c2)cc1	-21%	-10	-3	13%	-30%	-3%
CN(/N=C/c1ccncc1)c1cnn(-c2ccc(F)c(Cl)c2)c(=O)c1Cl	-7%	46*	27*	0%	4%	?
COC(CNC(=O)c1ccc2c(c1)nc(C)n2-c1cc(C)cc(C)c1)OC	?	-6	-1	8%	7%	2%[0.00184 µM]
CCn1ncc(C2=NOC(C(=O)Nc3cc(OC)c(Cl)cc3OC)C2)c1C (stereo not drawn)	?	-9	-3	-11%	-4%	10%

Random excerpt: 4 records from the list.
SMILES	Pf growth 96h	Shiga inhibitor	Cycloheximide cs	HCV inh	FBPA Giardia inh	Pf growth 48h
COc1ccc(C2CC(c3ccc(F)cc3)Nc3nc(N)nn32)cc1OC (stereo not drawn)	-8%	5	5	12%	3%	.
CN(/N=C/c1ccncc1)c1cnn(-c2ccc(F)c(Cl)c2)c(=O)c1Cl	-7%	46*	27*	0%	4%	?
Cc1nn(-c2ccccc2)c(C)c1NC(=O)COC(=O)CCOc1ccccc1	75%[activator]	.	.	22%	.	49%[activator]
COC(=O)c1cc(S(=O)(=O)NCC2CCN(CCc3cccs3)CC2)cn1C	-16%	-5	-5	?	.	-25%

(more compounds)
SMILES	Pf growth 96h	Shiga inhibitor	Cycloheximide cs	HCV inh	FBPA Giardia inh	Pf growth 48h
Cc1ccc2nc(SCC(=O)c3c(C)[nH]c4ccccc34)[nH]c2c1	-18%	33	21*	-7%	.	39%
CC(C)c1nnc(SCC(=O)Nc2ccc3c(c2)OCO3)n1C	16%	15	-2	-11%	0%	-8%
CC(C)n1cnc2cc(NCc3ccccc3O)ccc21	28%	86*	52*	7%	-2%	33%[activator]
CC(C)Cn1c2nc3ccccc3nc2c2c(=O)n(CCN3CCOCC3)cnc21	.	-17	1	-7%	1%	6%
O=C(CC1C(=O)NCCN1C(=O)Nc1ccccc1)Nc1cccc(Cl)c1 (stereo not drawn)	18%	-3	1	19%	0%	-11%
Cc1ccc(-c2nnn(CC(=O)Nc3ccccc3N3CCOCC3)n2)cc1	.	2	-4	-19%	5%	12%
C=CCC1(C#N)C(=S)NC2=C(C(=O)CC(C)(C)C2)C1c1ccc(Br)cc1 (stereo not drawn)	?	13	2	3%	0%	?
N#Cc1cc2c([nH]c1=S)CCCCCC2	0%	-6	-2	20%	4%	-7%
C[N+]1(CCNC(=O)/C=N/O)CCCCC1	?	-3	-1	0%	-1%	-10%
C=CCOc1cccc(CNc2ccc3[nH]c(=O)[nH]c3c2)c1	10%	27	5	11µM*	-8%	2%
Cc1nn(-c2ccccc2)c(C)c1NC(=O)COC(=O)c1ccc(Cl)c(N)c1	7%	.	.	0%	.	1%
CCC(C)NC(=O)COc1ccccc1[N+](=O)[O-] (stereo not drawn)	3%	-1	7	17%	3%	9%
O=C(Nc1ncc(Cl)cc1Cl)c1c(F)cccc1Cl	15%	66*	21	11%	-5%	14%
O=C(c1nc2ccccn2c1CNCCCn1ncc2ccccc21)N1CCCC1	-13%	14	-1	-10%	4%	?
CC12CC3CC(C)(C1)CC(C(=O)Nc1nn[nH]n1)(C3)C2	0%	-8	0	14%	-14%	-17%
COC(=O)c1[nH]c2ccc(F)cc2c1NS(=O)(=O)c1ccc(OC)cc1	-21%	15	-3	-24%	1%	1%
CCOC(=O)C(NC(=O)Nc1ccccc1)(OCC)C(F)(F)F (stereo not drawn)	23%	13	-1	?	5%	-1%
CCOC(=O)C1(Cc2ccc(Cl)cc2)CCN(C(C)Cc2ccc(O)c(OC)c2)CC1 (stereo not drawn)	?	2	-3	10µM*	-7%	?
Cc1ccc(C)c(NC(=O)CC2Oc3ccccc3NC2=O)c1 (stereo not drawn)	-6%	-3	-1	4%	-5%	3%
Cc1ccccc1S(=O)(=O)NC1=NCCCCC1	3%	-10	-3	28%	1%	4%
CCOC(=O)c1ccc(N2C(=O)CC(N(C)Cc3ccccc3)C2=O)cc1 (stereo not drawn)	1.5µM*	-11	-3	6%	3%	.
Cc1oc(=O)c(NC(=O)c2ccccc2)cc1C(=O)c1ccccc1	35%[activator]	101*	64*	-19%	-9%	90%[activator]
CCc1cc2c(=O)nc3n(c2s1)Cc1ccccc1/C3=C(/O)c1ccccc1Cl	.	-15	5	?	0%	2%
COc1ccccc1NC(=O)CSc1nnc(CC(=O)Nc2ccccc2F)n1C	2%	56*	11	22%	6%	6%
CCCNC(=O)COC(=O)c1[nH]c(C)c(C(=O)OCC)c1C	-25%	-8	7	-18%	3%	.
Cc1cc(C)cc(OCC(=O)N2Cc3ccccc3CC2C(=O)O)c1 (stereo not drawn)	2%	-3	1	16%	?	-5%
CCOC(=O)C1(Cc2cccc(Cl)c2)CCCN(C(=O)CCNC(C)=O)C1 (stereo not drawn)	?	8	1	19%	2%	25%
O=C(NC1CCCC1)C(c1ccccc1F)N(C(=O)c1csnn1)C1CC1 (stereo not drawn)	?	-9	-3	8%	-3%	-4%
Cc1oc2c(O)c(O)ccc2c(=O)c1-c1ccc(Cl)cc1	-22%	.	11	5%	?	?
